BCR signal inh: inhibitors of chronic active B-cell receptor signaling. ABC-DLBCL IkBa-CBG/CBR reporter, luminescence ratio, 4 h. Potency, µM (titrated, usually from 46.1 µM), for inactives: at the top dose ratio change, negative = lower green/red ratio, actives largely listed as inhibitors. hit rate 0.05% among 340,000. AID 493014; active means well fitted inhibition curve with a large enough effect in the signal ratio, with a control signal flat, not every such curve was filed as active; inconclusive means small, poorly fitted or top-dose-only effect, or effect the other way, or a change in a side signal; the % refers to the signal ratio;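 further: potency means the concentration at half of the fitted maximal effect; plate controls were basal doxycycline-induced cells for no effect and cells given 10 µM MG132 for full effect; MG132 reads +100%, hits lower the ratio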
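Compounds up to 46 uM were incubated four hours with TMD8 cells whose green CBG68 luciferase is fused to IkappaBalpha; red CBR luminescence normalised the signal, and concentration-effect curves were fitted to fusion, red and ratio data.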
GALK inhibitor: blocks human galactokinase activity. P51570. Purified GALK, Kinase-Glo residual ATP luminescence. Potency, µM (series often up to 57.5 µM), for the others: top-dose activity change, negative = inhibition, actives largely listed as inhibitors. hit rate 0.007% among 270,000. AID 1868; further: potency means the concentration at half of the fitted maximal effect; on the % scale 0 is the no-effect control and ±100 the full control effect
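Luminescence from leftover ATP (Ultra-Glo luciferase/luciferin) served as read-out after a 1 h room-temperature reaction of 5 nM GALK with 35 uM ATP and 100 uM galactose.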
PKM2 act: activators of human pyruvate kinase M2; P14618; purified PKM2, Kinase-Glo ATP luminescence, activation; response scale: 0% is enzyme alone, no compound; Potency, µM (highest dose often 57.5 µM), for inactives: top-dose activation, hits mostly activators; hit rate 0.34% among 260,000; further: potency means the concentration at half of the fitted maximal effect; on the % scale 0 is the no-effect control and ±100 the full control effect; nearly all actives have a fitted effect of over 55% in size
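ATP formation by purified human PK-M2, quantified via coupled luciferase luminescence after 1 h at room temperature with 0.1 mM ADP and 0.5 mM PEP final.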
TSHR antag: antagonists of human thyroid stimulating hormone receptor; AID 504810; hit rate 0.2% among 330,000; TSHR-expressing cells, TSH-stimulated cAMP HTRF, 2 h; active compounds read low; activity change, negative = inhibition, % at 11.5 µM; P16473;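 active means activity change below a set negative limit, meaning inhibition stronger than a set level, cut at about -70% in these data; inconclusive means activity change between two set negative limits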; further: on the % scale 0 is the no-effect control and ±100 the full control effect
Target sequence (P16473 whole entry, looked up): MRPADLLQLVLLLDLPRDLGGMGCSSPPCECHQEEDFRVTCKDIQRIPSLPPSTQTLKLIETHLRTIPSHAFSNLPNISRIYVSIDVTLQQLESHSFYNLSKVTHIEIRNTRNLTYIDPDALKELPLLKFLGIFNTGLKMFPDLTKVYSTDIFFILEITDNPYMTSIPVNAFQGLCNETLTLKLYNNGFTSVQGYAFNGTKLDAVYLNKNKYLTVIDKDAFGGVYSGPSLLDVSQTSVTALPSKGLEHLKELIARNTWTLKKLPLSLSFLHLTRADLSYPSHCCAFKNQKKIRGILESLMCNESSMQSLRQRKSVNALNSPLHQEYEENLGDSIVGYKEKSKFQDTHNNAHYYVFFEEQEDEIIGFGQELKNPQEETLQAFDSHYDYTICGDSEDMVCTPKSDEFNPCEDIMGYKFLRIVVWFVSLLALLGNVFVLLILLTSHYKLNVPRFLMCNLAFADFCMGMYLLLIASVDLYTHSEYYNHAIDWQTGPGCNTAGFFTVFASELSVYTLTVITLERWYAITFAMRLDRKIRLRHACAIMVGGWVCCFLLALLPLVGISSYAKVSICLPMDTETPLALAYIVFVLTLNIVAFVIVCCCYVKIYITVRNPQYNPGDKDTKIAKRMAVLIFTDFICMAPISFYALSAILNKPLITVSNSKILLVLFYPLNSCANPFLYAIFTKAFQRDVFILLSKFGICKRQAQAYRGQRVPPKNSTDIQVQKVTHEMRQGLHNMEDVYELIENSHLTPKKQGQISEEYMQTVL
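Freshly harvested TSHR cells receive pin-tooled compound, then EC80 TSH at 4nM final. After 2 hours at 37 deg C, antibody in lysis buffer and cAMP-d2 are added; 30 minutes at ambient temperature precede the HTRF read.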
USP2a block: USP2a (human) protease inhibition; O75604; USP2 core, Ub-CHOP2 coupled fluorogenic reporter, 485/531; Potency, µM (top dose mostly 38.3 µM), for the others: at the highest dose activity change, negative = inhibition, usual class: inhibitors; hit rate 0.01% among 330,000; AID 463254;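 further: potency means the concentration at half of the fitted maximal effect; plate controls were DMSO wells for no effect and full inhibition by NEM control for full effect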
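Deubiquitinase activity read as fluorescence (485/531 nm) after Ub-CHOP2 cleavage activates the enterokinase reporter on its substrate; USP2 core 10nM, Ub-CHOP2 and substrate 25nM each, 30min compound preincubation then 60min RT; data normalized to NEM, curves fitted.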
Mito fusion yeast: mitochondrial division inhibition or fusion activation; Potency, µM (doses to about 46.1 µM), for inactives: at the top dose growth rescue (activation), usual class: activators; S. cerevisiae fusion-defective mutant growth rescue, CellTiterGlo 48 h; hit rate 0.23% among 320,000;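 further: potency means the concentration at half of the fitted maximal effect; % of control where 0% means no effect; nearly all actives have a fitted effect of over 45% in size; temperature-sensitive fusion mutants such as fzo1-1 at 37 °C on non-fermentable ethanol glycerol medium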
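Yeast fusion mutant, YPEG (non-fermentable carbon), compound, 48 h at 37C non-permissive; CellTiterGlo added, 10 min RT, luminescence read. Rescued growth = division inhibition.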
MBNL1 CUG block: blocks human MBNL1 binding to CUG repeat RNA; TR-FRET MBNL1-His/biotin-(CUG)12 binding, 665/545 ratio; Potency, µM (highest dose often 57.5 µM), inactives show top-dose activity change, negative = inhibition, actives largely listed as inhibitors; hit rate 0.036% among 280,000; active means well fitted inhibition curve with a large enough effect in the signal ratio, with a control signal flat, not every such curve was filed as active; inconclusive means small, poorly fitted or top-dose-only effect, or effect the other way, or a change in a side signal; inactive means no such curve, though single readings can be large or run the other way; the % refers to the signal ratio; further: potency means the concentration at half of the fitted maximal effect; on the % scale 0 is the no-effect control and ±100 the full control effect
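Compounds (final 92 nM to 58 uM) are added to His-tagged MBNL1 and biotin-(CUG)12, then terbium anti-His antibody and streptavidin-XL665 (5 nM final). After 60 min at room temperature, the 665/545 nm ratio is read.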
S-ASM inh: blocks human secretory acid sphingomyelinase; hit rate 0.006% among 340,000; Potency, µM (highest dose often 57.5 µM), for inactives: at the highest dose activity change, negative = inhibition, actives largely listed as inhibitors; placental ASM, HMU-PC fluorogenic substrate, 60 min; further: potency means the concentration at half of the fitted maximal effect
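Human placenta-derived ASM preincubated with compound 10 min at room temperature, then reacted with 9 uM (final) fluorogenic HMU-PC substrate for 60 min at 37 C. Stop solution raises pH to 10; fluorescence read at Ex 386/Em 447 nm.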
Menin-MLL TR inh: menin-MLL binding inhibition, Texas Red mutant peptide; O00255; Menin + Texas Red MLL mutant peptide, fluorescence polarization; Potency, µM (titrated, usually from 61.6 µM), for inactives: at the top dose FP activity change, negative = inhibition, actives largely listed as inhibitors; hit rate 0.23% among 270,000; AID 1768; active means well fitted inhibition curve with a large enough effect in the polarisation, with a control signal flat, not every such curve was filed as active; inconclusive means small, poorly fitted or top-dose-only effect, or effect the other way, or a change in a side signal; inactive means no such curve, though single readings can be large or run the other way; the % refers to the polarisation; further: potency means the concentration at half of the fitted maximal effect; % of control where 0% means no effect; many of its hits are not listed in these tables
hERG WT inh: inhibitors of human wildtype KCNH2 potassium channel; AID 720551; hit rate 0.37% among 340,000; Q12809; U2OS, BacMam KCNH2, thallium flux FluxOr; active compounds read low; activity change, % at 1.84 µM;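 active means maximum activity change below -70%; inconclusive means maximum activity change between -70% and -50%; inactive means maximum activity change above -50%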; further: on the % scale 0 is the no-effect control and ±100 the full control effect
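U2OS cells transduced with wild-type KCNH2 virus are loaded with FluxOr dye for 45 min, and thallium flux is measured in kinetic reads before and after stimulation buffer. Rate constants are normalized to DMSO controls.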
Eya2 phos inh: inhibitors of human Eya2 phosphatase activity | Potency, µM (top dose mostly 76.9 µM), for the others: top-dose activity, negative = inhibition, usual class: inhibitors | O00167 | recombinant Eya2, OMFP fluorescence dephosphorylation (OMFP is methylfluorescein phosphate) | hit rate 0.006% among 330,000; further: potency means the concentration at half of the fitted maximal effect; on the % scale 0 is the no-effect control and ±100 the full control effect
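Eya2 protein (added as 0.2 uM solution) was preincubated with compound for 10 min at ambient temperature in 50 mM HEPES pH 7.5, 50 mM NaCl, 5 uM MgCl2, 0.05% BSA, 1 mM DTT. OMFP (added at 50 uM) then reacted 10 min; fluorescence read at 485/525 nm.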
The depositor's hits bear a star; ? = inconclusive; / = no result given; [ ] = another dose, or the depositor's remark. Unless noted, the call rests on the fitted dose curve; in most records, active means well fitted curve in the direction sought with a large enough effect; inconclusive means small, poorly fitted or top-dose-only effect, or another doubt; inactive means no such curve, though single readings can be large; an effect the other way counts as inactive or inconclusive.

Sample of the layout, two compounds:
The line under a structure holds: BCR signal inh	GALK inhibitor	PKM2 act	TSHR antag	USP2a block	Mito fusion yeast	MBNL1 CUG block	S-ASM inh	Menin-MLL TR inh	hERG WT inh	Eya2 phos inh
Cc1cc[n+]2n1CC(O)C2 (configuration not stated)
  -9%	-2%	-11%	7	0%	-5%	-4%	1%	/	3	9%
CN(Cc1cccc(-n2cccn2)c1)Cc1cn(C)nc1-c1ccccc1F
  2%	-1%	1%	-2	4%	-5%	-5%	3%	1%	18	2%

The whole of this part, from the first entry:
The line under a structure holds: BCR signal inh	GALK inhibitor	PKM2 act	TSHR antag	USP2a block	Mito fusion yeast	MBNL1 CUG block	S-ASM inh	Menin-MLL TR inh	hERG WT inh	Eya2 phos inh
Cc1cc[n+]2n1CC(O)C2 (configuration not stated)
  -9%	-2%	-11%	7	0%	-5%	-4%	1%	/	3	9%
CN(Cc1cccc(-n2cccn2)c1)Cc1cn(C)nc1-c1ccccc1F
  2%	-1%	1%	-2	4%	-5%	-5%	3%	1%	18	2%
CC(C)NC(=O)N(C)C[C@H]1Oc2ccc(NC(=O)Nc3ccc4c(c3)OCO4)cc2C(=O)N([C@H](C)CO)C[C@@H]1C
  3%	/	/	13	3%	/	/	1%	/	-11	6%
CN(Cc1nc(-c2cnccn2)no1)Cc1n[nH]c2c1CCCCC2
  -2%	0%	8%	18	6%	1%	-6%	2%	/	-35	7%
Cc1ccc(/C=N\n2c(-c3ccccc3)n[nH]c2=S)s1
  13%	-2%	5%	-4	2%	-9%	9%	-4%	-1%	-14	-7%
Cc1cccc(-c2noc(CNC(=O)c3ccoc3C)n2)c1
  ?	-6%	10%	-9	0%	0%	-1%	15%	/	10	6%
COc1cccc(N2CCN(C(=O)CN(c3ccc(C)cc3)S(=O)(=O)c3c(C)n[nH]c3C)CC2)c1
  -3%	2%	?	0	1%	-2%	4%	-1%	-3%[11.7 µM]	-11	-12%
COc1cccc(-c2cc(C(=O)N3CCN(Cc4ccc5c(c4)OCO5)CC3)on2)c1
  -9%	/	3%	-12	-2%	-6%	-2%	1%	13%	-10	11%
Cc1nn(-c2ccccc2)c2sc(C(=O)OC3CCOC3=O)cc12 (configuration not stated)
  -1%	3%	-1%	-11	4%	0%	8%	-11%	2%	13	-9%
COc1ccccc1NS(=O)(=O)c1cc(NC(=O)CCC(=O)c2cccs2)ccc1Cl
  2%	0%	2%	-2	-1%	7%	/	-2%	?	9	4%

Given in markdown: part of the list above.
| Compound | BCR signal inh | GALK inhibitor | PKM2 act | TSHR antag | USP2a block | Mito fusion yeast | MBNL1 CUG block | S-ASM inh | Menin-MLL TR inh | hERG WT inh | Eya2 phos inh |
| --- | --- | --- | --- | --- | --- | --- | --- | --- | --- | --- | --- |
| CC(C)NC(=O)N(C)C[C@H]1Oc2ccc(NC(=O)Nc3ccc4c(c3)OCO4)cc2C(=O)N([C@H](C)CO)C[C@@H]1C | 3% | / | / | 13 | 3% | / | / | 1% | / | -11 | 6% |
| CN(Cc1nc(-c2cnccn2)no1)Cc1n[nH]c2c1CCCCC2 | -2% | 0% | 8% | 18 | 6% | 1% | -6% | 2% | / | -35 | 7% |
| Cc1ccc(/C=N\n2c(-c3ccccc3)n[nH]c2=S)s1 | 13% | -2% | 5% | -4 | 2% | -9% | 9% | -4% | -1% | -14 | -7% |
| Cc1cccc(-c2noc(CNC(=O)c3ccoc3C)n2)c1 | ? | -6% | 10% | -9 | 0% | 0% | -1% | 15% | / | 10 | 6% |
| COc1cccc(N2CCN(C(=O)CN(c3ccc(C)cc3)S(=O)(=O)c3c(C)n[nH]c3C)CC2)c1 | -3% | 2% | ? | 0 | 1% | -2% | 4% | -1% | -3%[11.7 µM] | -11 | -12% |
| COc1cccc(-c2cc(C(=O)N3CCN(Cc4ccc5c(c4)OCO5)CC3)on2)c1 | -9% | / | 3% | -12 | -2% | -6% | -2% | 1% | 13% | -10 | 11% |
| Cc1nn(-c2ccccc2)c2sc(C(=O)OC3CCOC3=O)cc12 (configuration not stated) | -1% | 3% | -1% | -11 | 4% | 0% | 8% | -11% | 2% | 13 | -9% |
| COc1ccccc1NS(=O)(=O)c1cc(NC(=O)CCC(=O)c2cccs2)ccc1Cl | 2% | 0% | 2% | -2 | -1% | 7% | / | -2% | ? | 9 | 4% |

The list continues.
The line under a structure holds: BCR signal inh	GALK inhibitor	PKM2 act	TSHR antag	USP2a block	Mito fusion yeast	MBNL1 CUG block	S-ASM inh	Menin-MLL TR inh	hERG WT inh	Eya2 phos inh
CCC1(c2ccccc2)NC(=O)N(CC(=O)Nc2ccccc2N2CCCC2)C1=O (configuration not stated)
  -8%	/	/	/	1%	-2%	/	-1%	/	5	-2%
CC(=O)Nc1nc(C)c(C(C)=O)s1
  ?	0%	-4%	27	-3%	-1%	4%	4%	2%	1	-9%
N/C(=N\OC(=O)CCCOc1ccccc1)c1ccc(Br)cc1
  1%	-1%	1%	-7	4%	10%	-4%	-5%	17%	10	12%
C=CCN(c1ccccc1)S(=O)(=O)c1ccc2c(c1)N(C(C)=O)CCO2
  2%	-1%	7%[0.46 µM]	16	1%	4%	0%	2%	2%	6	6%
O=S(=O)(NCCOc1ccccc1F)c1ccc(Cl)cc1F
  -4%	/	/	/	1%	/	/	-3%	/	4	-26%
CN(C(=O)CCNC(=O)N1CC(=O)Nc2ccccc21)C1CCCCC1
  13%	-2%	/	1	1%	-3%	4%	3%	-2%	1	6%
Cc1cc(C)c2nc(N3CCOCC3)c(C#N)cc2c1
  7%	2%	-1%	48	0%	10%	27%	105%[activator]	-18%	4	13%
O=[N+]([O-])c1ccc(CN2CCC(Cc3ccccc3)CC2)cc1
  5%	-4%	2%	-3	-1%	13%	16%	0%	-2%	3	-3%

Source: PubChem BioAssay

Not all compounds are listed; rates above refer to the full screens.
